Compound activity: PubChem, National Center for Advancing Translational Sciences (NCATS)
D2 ag – D2 dopamine receptor (human) agonism. P14416. HEK293 T-REx D2 cells, calcium flux agonist mode. activation, % at 2 µM. 0.53% of 340,000 active;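 active = activation over 3 SD above normal in the single-dose calcium agonist read, cut at about 30% in these data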; also: 0% is about no effect
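Agonism is scored from calcium flux in a force-coupled, inducible HEK293 cell line expressing D2, read kinetically for 180 s after compound addition against dopamine controls.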
RXFP1 antagonist – antagonists of human relaxin receptor RXFP1; AID 1259400; 0.59% of 350,000 active; HEK293-RXFP1, relaxin-stimulated cAMP HTRF, 30 min; hits give low values; Q9HBX9; activity change, negative = inhibition, % at 57.5 µM;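 active = activity change of -60% or lower, but not beyond a set lower limit; inconclusive = change between -60% and -40%, or beyond the set limit; inactive = change above -40%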; also: % is scaled to controls: 0 for no effect and ±100 for the full control effect
D2 PAM – positive allosteric modulators of human D2 dopamine receptor | potentiation, % at 10 µM | 0.34% of 340,000 active | AID 485347 | HEK293 T-REx D2, calcium flux, EC20 dopamine potentiation;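 active = potentiation over 3 SD above the plate norm, cut at about 30% in these data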; also: 0% is about no effect
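Tetracycline-induced HEK293 T-REx cells force-coupled to calcium signalling expressed D2; compounds were pin-added after a 10 s baseline, read kinetically 180 s, then an EC20 dopamine challenge followed with a further 180 s calcium read.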
D1 agonist – activates the human D1 dopamine receptor; activation, % at 2 µM; 1% of 360,000 active; HEK293 T-REx D1 cells, calcium flux, agonist mode; P21728; AID 504660; also: 0% is about no effect
Target sequence (P21728 whole entry, looked up): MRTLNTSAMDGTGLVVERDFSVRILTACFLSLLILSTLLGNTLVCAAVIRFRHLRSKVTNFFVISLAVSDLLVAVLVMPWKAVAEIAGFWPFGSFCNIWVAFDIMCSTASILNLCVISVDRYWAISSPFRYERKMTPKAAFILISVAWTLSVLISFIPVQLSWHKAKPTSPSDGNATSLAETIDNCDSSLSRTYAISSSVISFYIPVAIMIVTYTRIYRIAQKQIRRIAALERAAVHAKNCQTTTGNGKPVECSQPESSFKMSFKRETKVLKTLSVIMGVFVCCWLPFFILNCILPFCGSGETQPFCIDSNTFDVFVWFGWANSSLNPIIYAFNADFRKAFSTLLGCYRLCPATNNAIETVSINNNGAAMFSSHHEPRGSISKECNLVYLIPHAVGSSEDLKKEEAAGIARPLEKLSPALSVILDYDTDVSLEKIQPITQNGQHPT
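Agonism was scored from calcium flux recorded over 180 s (1 read/s) after pintool compound addition, following a 10-cycle baseline. Cells were inducible force-coupled HEK293 TREx D1, plated overnight at 30 C and loaded with no-wash calcium dye.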
TRHR enhancer – TRH receptor (human) allosteric enhancement; P34981; TRHR cells, fluo-8 calcium fluorescence, EC20 TRH enhancement; enhancement, % at 2 µM; 0.66% of 360,000 active; in the data active = enhancement above about 30%; also: 0% is about no effect
Target sequence (P34981 whole entry, looked up): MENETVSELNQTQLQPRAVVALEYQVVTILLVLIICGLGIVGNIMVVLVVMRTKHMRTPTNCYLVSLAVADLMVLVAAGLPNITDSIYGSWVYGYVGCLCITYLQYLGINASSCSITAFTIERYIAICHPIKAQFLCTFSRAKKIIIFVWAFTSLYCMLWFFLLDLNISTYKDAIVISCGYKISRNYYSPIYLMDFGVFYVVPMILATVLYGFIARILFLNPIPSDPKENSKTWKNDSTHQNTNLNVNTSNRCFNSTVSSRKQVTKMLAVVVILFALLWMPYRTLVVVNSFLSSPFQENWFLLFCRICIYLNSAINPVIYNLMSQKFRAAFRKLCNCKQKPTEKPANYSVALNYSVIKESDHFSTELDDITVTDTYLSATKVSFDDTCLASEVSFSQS
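TRHR-expressing cells loaded with fluo-8 calcium dye were read kinetically (ex 480/em 530) during compound addition, then stimulated with an EC20 of TRH (10 nM final). Enhancement of the Gq-mediated intracellular calcium response was scored.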
D1 PAM – enhances dopamine response at the human D1 receptor; P21728; HEK293 TREx D1 cells, calcium flux, dopamine EC20 potentiation; potentiation, % at 10 µM; 0.036% of 360,000 active; AID 504651; in the data active = potentiation above about 30%; also: 0% is about no effect
TRHR agonist – activates the human TRH receptor; activation, % at 2 µM; AID 493084; TRHR cells, calcium flux fluo-8, FDSS agonist mode; 0.18% of 360,000 active; P34981; also: 0% is about no effect
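Read-out: compound-evoked intracellular calcium rise in TRHR cells, fluo-8 dye, kinetic FDSS fluorescence at 1 s/cycle following a 10-cycle baseline. Cells cultured overnight before dye loading (30 min–1.5 h, RT).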
D1 antag – blocks dopamine activation of the human D1 receptor | HEK293 TREx D1 cells, calcium flux, dopamine EC80; hits give low values | activity change, negative = inhibition, % at 10 µM | 3.2% of 360,000 active | AID 504652; in the data active = activity change below about -30%; also: % is scaled to controls: 0 for no effect and ±100 for the full control effect
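Tetracycline-induced HEK293 Trex D1 cells, force-coupled to calcium, dye-loaded; compounds added and read 180 s, then EC80 dopamine added and calcium flux tracked kinetically another 180 s.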
D2 antagonist – antagonists of human D2 dopamine receptor; P14416; HEK293 TREx D2 cells, calcium flux, dopamine EC80; inhibition, % at 10 µM; 2% of 340,000 active; in the data active = inhibition above about 30%; also: 0% is about no effect
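Tetracycline-induced HEK293 T-REx cells expressing D2 force-coupled to calcium signalling were dye-loaded, exposed to compound for 180 s, then challenged with an EC80 of dopamine; calcium flux was followed kinetically for a further 180 s.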
* hit, by the source's call; ? = inconclusive; . = not tested or not shown; & = joins results of further samples. Rule as the data show it, unless noted: active = activation above about 30%; inactive = the rest.

# | Structure | D2 PAM | D1 agonist | TRHR enhancer | D2 antagonist | D2 ag | TRHR agonist | RXFP1 antagonist | D1 antag | D1 PAM
1 | CCOC(=O)c1ccc(S(=O)(=O)N2CCC(C(=O)NCC3CCCCC3)CC2)cc1 | 1 | 1 | -2 | 7 | -0.8 | -0.5 | 9 | -25 | -1
2 | CCCn1c(C(CO)Nc2nc(-c3cccc(Br)c3)cs2)nc2ccccc21 (stereo not drawn) | -3 | 1 | 5 | -16 | -0.4 | 0.3 | . | -2 | 4
3 | Clc1cc(Cl)c(OCc2nc(-c3ccccn3)no2)cc1Cl | -2 | 7 | 2 | -19 | 1.8 | 0.6 | 5 | -13 | -5
4 | O=C(O)C1CCCCN1C(=O)c1ccc(S(=O)(=O)N2CCCC2)cc1 (stereo not drawn) | -1 | 3 | 19 | 6 | 0.2 | 0.9 | 8 | -11 | -3
5 | COc1cc(CNCCSc2nnnn2C)cc(Br)c1OCc1ccccc1 | -13 | 9 | -4 | 0 | 0.6 | -0.3 | -1 | . | -7
6 | COCCn1c(SCC(=O)N2CCCCC2)nc2ccccc2c1=O | 12 | 3 | -5 | 0 | -0.5 | -2.7 | -10 | -28 | -4
7 | CC(=O)c1ccc(N2C(=O)C3C4C=CC(CC4)C3C2=O)cc1 (stereo not drawn) | -6 | 3 | 13 | -2 | 0.9 | 1.2 | 1 | 5 | -6
8 | OCCn1c(SC2CCCCC2)nc2ccccc21 | -2 | -1 | 4 | 0 | 0.7 | -0.1 | 0 | 4 | 1
9 | Cc1ccccc1S(=O)(=O)Cc1ccc(C(=O)NC2CCCCC2)o1 | 8&1 | 3&4 | -2&12 | 6 | -1.2&-1.0 | -0.3&-0.4 | 19 | 24&-3 | 6&-4
10 | COc1ccc(-c2[nH]c(-c3cccc(OC)c3)nc2SCC(=O)NC2CCCC2)cc1 | -26&-3 | -1&-3 | 1&6 | 11 | 1.2&-1.8 | -0.2&-0.7 | ? | -10&-7 | 1&-2
11 | Oc1cccc(/C=C/c2ccc3cccc(O)c3n2)c1 | 6 | 1 | 22 | -9 | 0.1 | 4.1 | -20 | -4 | 5
12 | CCC(C)[C@H](NC(=O)OC(C)(C)C)C(=O)N/N=C/c1cccc2nccnc12 (stereo partly drawn) | -8 | 3 | 25 | -35 | -0.7 | -0.2 | -6 | . | 3
13 | COC(=O)c1ccc2c(c1)N(Cc1cc(C)ccc1C)C(=O)c1ccccc1S2(=O)=O | 6 | 0 | 4 | . | 1.4 | 0.7 | 6 | -8 | -1
14 | Cc1ccccc1C(=O)NCC(=O)Nc1ccc(C)c(S(=O)(=O)N2CCCCCC2)c1 | 1 | 7 | -6 | -3 | 0.1 | -0.1 | -21 | 0 | 4
15 | CCOC(=O)CCCC(=O)N1CCOCCOCCN(C(=O)CCCC(=O)OCC)CCOCCOCC1 | 8 | 2 | 22 | -2 | -0.2 | -0.5 | 5 | -9 | 1
16 | CCN1CCn2c3c(c4cc(Cl)ccc42)CCCC31 (stereo not drawn) | -20 | -1 | 5 | -17 | 7.3 | 0.2 | -10 | -9 | 7
17 | CCOc1cc(-c2sc(Nc3ccc(CC)cc3)n[n+]2-c2ccccc2)ccc1OC | 2 | 0 | -5 | 4 | -0.8 | -0.1 | . | -4 | -2
18 | Cc1cccc(-n2nnnc2S(C)(=O)=O)c1 | 1 | 4 | 4 | . | -0.1 | 0.3 | -84* | -51* | -1
19 | Cc1ccc(N(CC(=O)N/N=C/c2cccs2)S(C)(=O)=O)cc1 | -10 | 6 | 10 | -17 | -0.7 | 0.8 | -10 | -8 | 4
20 | CCOC(=O)Nc1ccc(Cc2ccncc2)cc1 | -13 | 7 | 6 | -24 | -0.8 | -0.2 | -35 | -11 | -4
21 | Cc1ccc(S(=O)(=O)c2c(Nc3cc(C)ccc3C)sc(C(=O)c3ccc4c(c3)OCO4)c2N)cc1 | 4 | 84* | 24 | . | -2.7 | -1.3 | 2 | 8 | 8
22 | O=C(NCCCc1ccccc1)c1ccc(Br)o1 | -8 | 1 | 0 | -12 | -0.1 | -0.2 | -17 | 1 | 1
23 | COc1ccc(N(CC(=O)NCCc2ccccc2)C(=O)CCC(=O)Nc2ccccn2)cc1 | -13 | 1 | -3 | -14 | -0.1 | -0.6 | -8 | 11 | -9
24 | COc1ccc(NC(=O)CSc2nnc(C)n2C2CC2)cc1S(=O)(=O)N1CCOCC1 | . | 1 | 4 | . | . | 0.3 | 3 | 6 | -5
25 | Cc1ncsc1CCC(=O)N1CCCC(Nc2ccc(F)c(F)c2)C1 (stereo not drawn) | -3 | 1 | 9 | 8 | -0.2 | -0.7 | -12 | -22 | 7

3 compounds picked at random from the list so far:
# | Structure | D2 PAM | D1 agonist | TRHR enhancer | D2 antagonist | D2 ag | TRHR agonist | RXFP1 antagonist | D1 antag | D1 PAM
19 | Cc1ccc(N(CC(=O)N/N=C/c2cccs2)S(C)(=O)=O)cc1 | -10 | 6 | 10 | -17 | -0.7 | 0.8 | -10 | -8 | 4
8 | OCCn1c(SC2CCCCC2)nc2ccccc21 | -2 | -1 | 4 | 0 | 0.7 | -0.1 | 0 | 4 | 1
16 | CCN1CCn2c3c(c4cc(Cl)ccc42)CCCC31 (stereo not drawn) | -20 | -1 | 5 | -17 | 7.3 | 0.2 | -10 | -9 | 7

(continued)
# | Structure | D2 PAM | D1 agonist | TRHR enhancer | D2 antagonist | D2 ag | TRHR agonist | RXFP1 antagonist | D1 antag | D1 PAM
26 | O=C(Cn1cnc2cc([N+](=O)[O-])ccc2c1=O)Nc1ccccc1-c1ccccc1 | -1 | 0 | -4 | 1 | -1.6 | -1.3 | -12 | -6 | 1
27 | CCCc1oc2ccc(NS(=O)(=O)c3ccc(OC)cc3)cc2c1C(=O)OCC | -7 | 15 | 19 | . | 0.8 | 1.5 | ? | -3 | 1
28 | O=S(=O)(Nc1nccs1)c1ccc(NS(=O)(=O)c2cccs2)cc1 | 5 | 4 | 2 | -5 | -0.5 | -0.6 | -4 | 12 | 2
29 | O=C(CCCn1c(=S)[nH]c2cc3c(cc2c1=O)OCO3)NCCc1ccccc1Cl | -3 | 0 | -4 | -12 | -1.7 | 1.6 | . | 7 | 1
30 | COc1cc(Cl)c(C)cc1NC(=O)CCN1C(=O)NC(C)(C)C1=O | 3 | 4 | 6 | -2 | 0.2 | 0.3 | 24 | 16 | 7
31 | CCOC(=O)c1cc(NC(=O)c2ccc(OC)cc2)c(=O)n2c1oc1ccc(Cl)cc12 | 15 | 2 | 4 | . | -0.8 | 0.2 | . | -1 | -8
32 | O=C(CN1CCSC1=NCc1ccccc1)c1ccc(Cl)cc1 | 18 | 10 | 9 | 3 | 1.9 | -1.3 | -6 | 2 | -5
33 | NC(=O)c1cc(S(=O)(=O)NCc2ccccc2)cs1 | -3&0 | 1&4 | 3&8 | -12 | 0.5&0.6 | 1.0&-0.1 | 0&-8 | 28&-3 | -1&-5
34 | O=C(Nc1cccc(C(F)(F)F)c1)c1csc(-c2ccncc2)n1 | -6 | -2 | 7 | 4 | 0.5 | -1.4 | 7 | -18 | -3
35 | O=C(NC1CCCc2c1cnn2-c1ccc(F)cc1F)c1csnn1 (stereo not drawn) | -1 | 2 | -4 | -1 | 0.1 | -1.0 | -2 | -31* | -2
36 | C[C@@H]1C2CC(C/C2=N\NC(=O)c2ccncc2)C1(C)C (stereo partly drawn) | 2 | 2 | 1 | 36* | 0.3 | -0.9 | 5 | 7 | 0
37 | COc1ccc(C2C(C(N)=O)=C(C)Nc3nc(-c4ccccc4Cl)nn32)cc1 (stereo not drawn) | -1 | -1 | 0 | . | 0.0 | -0.2 | -3 | 3 | -2
38 | CC(C)(C)C1CCc2oc3ccc(NS(=O)(=O)c4ccc(C(=O)O)cc4)cc3c2C1 (stereo not drawn) | 10 | 8 | 15 | . | -0.2 | -0.2 | ? | 1 | 3
39 | CC1(C)CC(=O)C(N=Nc2ccc(Cl)cc2)=C(O)C1 | 3 | 2 | -14 | -1 | -0.3 | 0.4 | -12 | 5 | -3
40 | CCn1c(Cn2nnc(-c3ccccc3)n2)nnc1SCc1ccc(Cl)c(Cl)c1 | 6 | 8 | -1 | 6 | 0.6 | 0.6 | -10 | 9 | -9
41 | C/C=C\C(=O)Nc1cccc(C2=NOC3(C2)C[C@@H](C(N)=O)N(C(=O)CCCCC)C3)c1 (stereo partly drawn) | -8 | 4 | 12 | 10 | 0.1 | 0.4 | . | 30 | 0
42 | Cc1noc(C)c1S(=O)(=O)N1CCN(c2ccccc2Cl)CC1 | 6 | 4 | 1 | 20 | 0.7 | 0.8 | -14 | -19 | 2
43 | COc1cccc(C(=O)NC2CC3CCCC(C2)N3CC(=O)Nc2ccccc2)c1 (stereo not drawn) | 18 | 8 | 1 | 1 | 0.7 | -1.0 | -4 | 11 | 1
44 | COc1cc2c(cc1C1NC(=S)NC(C)=C1C(N)=O)CCCC2 (stereo not drawn) | 20 | 1 | 1 | 19 | -0.2 | 0.0 | 1 | 2 | 2
45 | O=C(Nc1ccc2oc(-c3ccccc3Cl)nc2c1)c1cncc(Br)c1 | -2 | 4 | -5 | 4 | 0.2 | 1.5 | 28 | -18 | -5
46 | Oc1oc(-c2ccco2)nc1C=Nc1cccc(Cl)c1 | . | 5 | -6 | . | . | -1.0 | 0 | 19 | -9
47 | COc1cc(CCCN2C(N)=NC[C@H]2Cc2ccc(O)cc2)cc(OC)c1OC | -7 | 3 | -2 | 12 | -0.1 | -0.2 | . | 17 | 1
48 | O=C(COCc1cc(-c2ccco2)on1)Nc1ccc(OC(F)(F)F)cc1 | -2 | -2 | 3 | . | -0.2 | -0.4 | -24 | 4 | 3
49 | CC(C)c1ccc(N2C(=O)CSC23C(=O)N(Cc2ccccc2F)c2ccccc23)cc1 (stereo not drawn) | 1 | 6 | 2 | . | -0.9 | -0.5 | . | 5 | 1
50 | COc1ccc(N2CCN(C(=O)CCNC(=O)c3ccccc3)CC2)cc1 | 4 | -3 | 3 | 11 | 0.5 | -0.6 | 10 | . | -7
51 | COc1nnc(-c2ccccc2)s1 | -9 | 1 | -1 | -5 | 1.0 | 0.7 | -4 | 0 | -8
52 | CCCCCc1ccc(-c2cn(Cc3ccc(C(=O)c4ccccc4)cc3)nn2)cc1 | -23 | 21 | -3 | -7 | 2.5 | 3.9 | . | -19 | -7
53 | COc1ccc(NC(=O)/C(Cl)=C(/Cl)S(=O)(=O)Cc2ccc(C)cc2)cn1 | -4 | 2 | 1 | 2 | 0.8 | 0.1 | -71* | -21 | -10
54 | COc1cc(OC)c(N(C)C(=O)Cn2ncc3c(=O)oc4ccccc4c32)cc1Cl | -8 | -1 | 2 | . | 0.0 | 0.6 | . | 8 | 2
55 | CCOC(=O)c1c(NC(=O)CC)sc2c1CCN(Cc1ccccc1)C2 | 5 | 17 | 4 | -13 | 7.7 | 6.7 | 3 | 1 | -14
56 | O=C(O)c1cc(O)ccc1NC(=O)c1cccc2ccccc12 | . | 1 | 4 | . | . | -0.8 | -16 | 6 | -1
57 | Cc1nn(-c2ccccc2)c(Cl)c1C(=O)Nc1nnc(C2CCCC2)s1 | . | 3 | -10 | . | . | -0.1 | 0 | 5 | 6
